# Screening results as filed in PubChem.
# Sm TGR inh = blocks Schistosoma mansoni thioredoxin glutathione reductase; purified TGR, DTNB reduction, TNB absorbance 405 nm; Potency, µM (top dose mostly 114 µM), for inactives: at the highest dose activity change, negative = inhibition, actives largely listed as inhibitors; actives 3% (n = 360,000); AID 485364; note: potency is the fitted concentration of half-maximal effect; nearly all actives have a fitted effect of over 60% in size
#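 TGR 20 nM + NADPH 100 uM (dispensed conc.), cpd preinc 15 min RT; start with NADPH (500 uM addition) then DTNB (15 mM addition). Kinetic TNB absorbance, 405 nm filter. Four-parameter Hill fit across titration.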
# Giardia FBPA inh = blocks Giardia fructose-bisphosphate aldolase activity. Potency, µM (series often up to 59.6 µM), inactives show top-dose activity, negative = inhibition, usual class: inhibitors. purified Giardia FBPA. actives 0.71% (n = 290,000). AID 2451. A8B2U2; note: potency is the fitted concentration of half-maximal effect; nearly all actives have a fitted effect of over 55% in size
# Target sequence (A8B2U2 whole entry, looked up): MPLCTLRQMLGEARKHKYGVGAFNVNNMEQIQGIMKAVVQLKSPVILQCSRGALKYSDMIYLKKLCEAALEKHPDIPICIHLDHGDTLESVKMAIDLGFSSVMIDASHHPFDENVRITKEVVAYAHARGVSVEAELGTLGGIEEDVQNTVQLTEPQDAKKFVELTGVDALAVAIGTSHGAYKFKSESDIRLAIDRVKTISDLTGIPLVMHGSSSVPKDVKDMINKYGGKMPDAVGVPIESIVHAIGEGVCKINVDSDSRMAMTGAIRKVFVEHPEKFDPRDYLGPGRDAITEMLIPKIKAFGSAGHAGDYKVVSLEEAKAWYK
#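 Giardia FBPA (40 nM reagent) was preincubated 10 min at RT with compound (up to 57.5 uM final), then substrate plus GAPDH/TPI/NAD/arsenate coupling system with diaphorase/resazurin was added; resorufin fluorescence (525/598 nm) was read after 20 min.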
# AmpC inh detg = blocks E. coli AmpC beta-lactamase in detergent assay. AmpC hydrolysis of nitrocefin, absorbance 480 nm, 0.01% Triton. actives 0.041% (n = 370,000). Potency, µM (doses to about 114 µM), for inactives: at the highest dose activity change, negative = inhibition, usual class: inhibitors;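 note: potency is the fitted concentration of half-maximal effect; 0% = no-compound wells and -100% = no-enzyme wells; nearly all actives have a fitted effect of over 25% in size; some results filed as inactive show a strong effect at the top dose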
# Target sequence (P00811 whole entry, looked up): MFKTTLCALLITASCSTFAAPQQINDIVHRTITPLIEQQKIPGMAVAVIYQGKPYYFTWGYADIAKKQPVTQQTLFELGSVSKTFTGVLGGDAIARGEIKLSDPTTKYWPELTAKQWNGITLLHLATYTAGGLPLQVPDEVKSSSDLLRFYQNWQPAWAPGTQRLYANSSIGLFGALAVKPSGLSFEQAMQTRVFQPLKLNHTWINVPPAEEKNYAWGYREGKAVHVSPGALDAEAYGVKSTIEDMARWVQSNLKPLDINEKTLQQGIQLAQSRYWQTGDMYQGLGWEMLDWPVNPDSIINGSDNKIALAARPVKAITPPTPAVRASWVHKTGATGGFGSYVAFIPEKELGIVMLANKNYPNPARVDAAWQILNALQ
#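 AmpC (5.3 nM in the dispensed reagent) in 20 mM phosphate pH 7.0 with 0.01% (detergent screen) or 0.0001% Triton X-100 was preincubated with compounds for 15 min at room temperature. Nitrocefin was then added from an 800 uM solution, and hydrolysis was followed at 480 nm.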
# HCV inh = HCV inhibition | Huh7.5.1 HCVcc-Cre infection, luciferase reporter, 44 h | Potency, µM (titrated, usually from 41.8 µM), inactives show at the top dose activity change, negative = inhibition, hits mostly inhibitors | actives 3.4% (n = 340,000) | AID 651820; note: potency is the fitted concentration of half-maximal effect
#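 HCVcc-Cre virus at an moi near 0.5 was added right after compound to cells cultured 4 h from seeding (1,000 cells/well). Luciferase activity was determined 44 h later, 15 min after substrate addition at RT.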
# HCMV antiviral = inhibitors of human cytomegalovirus; HFF cells, HCMV-luciferase reporter, 72 h; active compounds read low; actives 4.5% (n = 410,000); activity change, negative = inhibition, % at 57.5 µM; AID 1259415; in the data active = activity change below about -60%; inconclusive = no clear call, values can overlap the other calls; inactive = above about -39%
#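 Compounds were evaluated in HFFs infected with an HCMV luciferase reporter virus (MOI 1 PFU/cell). Luciferase in lysates collected 72 h post infection served as the replication measure.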
# AmpC no deterg = AmpC beta-lactamase inhibition without detergent. AmpC nitrocefin hydrolysis, absorbance 480 nm, 0.0001% Triton. Potency, µM (titrated, usually from 57.1 µM), without a hit: at the highest dose activity change, negative = inhibition, usual class: inhibitors. actives 0.52% (n = 330,000). P00811;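 note: potency is the fitted concentration of half-maximal effect; plate controls were no compound for no effect and no enzyme for full effect; nearly all actives have a fitted effect of over 20% in size; some results filed as inactive show a strong effect at the top dose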
#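 20 mM phosphate pH 7.0 + 0.01% (detergent screen) or 0.0001% Triton X-100; 5.3 nM AmpC reagent; cpd preinc 15 min RT; nitrocefin (800 uM stock) to start; A480 q20 s × 4 min; Activity was normalised to no-enzyme and no-compound control wells.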
# * hit, by the source's call; ? = inconclusive; nt = not tested or not shown; & = joins results of further samples; [ ] = dose if it differs, or a comment. Unless noted, calls come from the whole dose curve; as a rule, active = well fitted curve in the direction sought with a large enough effect; inconclusive = small, poorly fitted or top-dose-only effect, or another doubt; inactive = no such curve, though single readings can be large; an effect the other way counts as inactive or inconclusive. Unless noted, % is set by controls: 0 for no effect and ±100 for the full control effect. This is a random part of the collection; about 9.9% have a hit in one of these screens.
SMILES,Sm TGR inh,Giardia FBPA inh,AmpC inh detg,HCV inh,HCMV antiviral,AmpC no deterg
Cc1ccc(OCC(=O)N(Cc2ccc(N(C)C)cc2)CC2CCCO2)cc1C (stereo not drawn),5%,nt,21%,nt,-7,nt
Cc1ccc(NC(=S)NNC(=S)NCc2ccccc2)cc1,27%,12%,-10%,?,-23,-23%
CC(OC(=O)c1ccc2ncsc2c1)C(=O)Nc1cccc(Cl)c1 (stereo not drawn),-7%,nt,-4%,?,34,-22%
COc1ccc(/C=C/C(=O)c2ccc(O)cc2)cc1,-15%,9%,-5%,10%,37,-42%
Cc1cccc(N2CCN(S(=O)(=O)c3cn(C)c(C)n3)CC2)c1C,1%,nt,-1%,nt,-6,nt
CC1CN(C(=O)/C=C/c2ccc(SC(F)F)cc2)CC(C)O1 (stereo not drawn),6%,-4%,0%,-9%,nt,28%
NC(=O)C1CCN(C(=O)C(=O)c2cn(CC(=O)N3CCCC3)c3ccccc23)CC1,-2%,nt,1%,11%,-32,26%
CNC(=O)CSc1nnc(-c2ccc3c(c2)OCO3)n1C,-5%[57.1 µM],2%,2%,24%,-22,-14%
CCOc1ccc(C(=O)Oc2cc(C)[nH]c(=O)c2[N+](=O)[O-])cc1,-15%,-8%,?,15%,-16,-6%
CC1=C(C(=O)Nc2ccccc2)C(c2ccco2)n2ncnc2N1 (stereo not drawn),-3%,1%,-3%,15%,-8,-15%
COc1ccc(C(=O)NC(=S)Nc2cccc(S(=O)(=O)N3CCOCC3)c2)cc1,?,-7%,1%,14µM*,-32,-17%
Cc1ccc(C(=O)Cn2nnc(-c3ccccc3-n3cnnn3)n2)cc1,-3%,6%,-3%,-2%,-18,-23%
Cc1ccc2c(c1)C1(OCCCO1)C(=O)N2CC#N,9%,5%,?,15%,27,3%
COc1ccc2nc(NC(=O)Cn3cnc4c(=O)n(C)c(=O)n(C)c43)sc2c1,-5%,10%,?,12%,52,-2%
Cc1cc(O)c(CN2CCN(c3ccc(F)cc3)CC2)c2oc(=O)cc(C)c12,-10%,nt,-2%,nt,51,nt
COc1ccc(C(=O)Nc2ccc3c(c2)C(=O)N(C)C3=O)cc1OC,13%,0%,4%,?,nt,-14%
Cc1ccc(C)c(Cn2c(=O)n(-c3ccc(Cl)cc3)c(=O)c3c4c(sc32)CCC4)c1,-4%,nt,-5%,nt,-7,nt
COc1ccc(N2CC(NC(=O)C3CCCCC3)CC2=O)cc1 (stereo not drawn),7%,nt,2%,nt,-2,nt
Cc1cc(NC(=O)c2cnn3cccnc23)n(-c2ccccc2)n1,-19%,4%,0%,13µM*,-3,-4%
C=CCc1cc(/C=N\NC(=O)CSc2nnc(CCCc3ccc(OC)c(C)c3)o2)cc(OC)c1O,5%,0%,?,-21%,-16,-11%
C#CCN1C(=O)C(O)(CC(=O)/C=C/c2ccco2)c2ccccc21 (stereo not drawn),nt,1%,4%,10%,-13,-19%
COc1cc(C)nc2nc(SCc3ccccc3)nn12,8%,5%,3%,1%,-11,1%
Cc1ccc(-c2nn(-c3ccccc3)cc2/C=N/n2c(-c3cccs3)n[nH]c2=S)cc1,17%,3%,8%,-71%,-23,?
CC(CN1c2ccccc2Sc2ccccc21)N(C)C (stereo not drawn),-13%,-11%&3%&1%,-18%,3%[8.37 µM],6,-20%
Nc1ccc(Br)c2cccnc12,50µM*,?,8%,?,-26,-19%
O=C1c2ccc(Oc3cccc([N+](=O)[O-])c3)cc2C(=O)N1c1ccccn1,0%,9%,8%,0%,-23,-24%
CC(C)C[C@H](NC(=O)c1[nH]cnc1C(=O)N[C@@H](C)C(=O)OCc1ccccc1)C(=O)OC(C)(C)C,0%,-29%,7%,20%,13,52%
COc1ccc(CNC(=O)CCc2c(C)c3cc4c(C)c(C)oc4cc3oc2=O)cc1OC,1%,nt,-7%,nt,-4,nt
CCCCn1c(=O)[nH]c2nc3cc(NC(C)=O)ccc3nc2c1=O,-1%,-30%,-9%,14%,-10,-3%
COc1ccc(NC(=O)C(c2cc3c(cc2[N+](=O)[O-])OCO3)N(C)c2ccccc2)cc1 (stereo not drawn),4%,-16%,-3%,-19%,-38,-26%
CN(C)S(=O)(=O)c1ccc(C(=O)NCCS(=O)(=O)N2CCN(c3ccccc3)CC2)cc1,-1%,nt,-7%,nt,-6,nt
COc1ccc(NC(C)=O)cc1NC(=O)CSc1nnc(-c2ccccc2)n1N,0%,0%,1%,-4%,36,nt
CCOc1ccc(CCNC(=O)COC(=O)c2cccnc2SC)cc1OCC,-3%,nt,0%,?,7,-7%
Cc1nn(-c2ccccc2)c2c1cc1c(=O)n(C)c(=O)nc-1n2-c1cccc(Cl)c1,3%,nt,2%,nt,28,nt
Cc1nc2sccn2c(=O)c1S(=O)(=O)N1CCN(c2cccc(Cl)c2)CC1,0%,5%,-10%,-3%,64,-17%
CN(C(=O)CSc1nnc(Cc2ccccc2F)n1N)C1CCS(=O)(=O)C1 (stereo not drawn),-6%,-4%,-10%,23%,-32,-6%

# Reformatted with tabs: part of the list above.
SMILES	Sm TGR inh	Giardia FBPA inh	AmpC inh detg	HCV inh	HCMV antiviral	AmpC no deterg
O=C1c2ccc(Oc3cccc([N+](=O)[O-])c3)cc2C(=O)N1c1ccccn1	0%	9%	8%	0%	-23	-24%
CC(C)C[C@H](NC(=O)c1[nH]cnc1C(=O)N[C@@H](C)C(=O)OCc1ccccc1)C(=O)OC(C)(C)C	0%	-29%	7%	20%	13	52%
COc1ccc(CNC(=O)CCc2c(C)c3cc4c(C)c(C)oc4cc3oc2=O)cc1OC	1%	nt	-7%	nt	-4	nt
CCCCn1c(=O)[nH]c2nc3cc(NC(C)=O)ccc3nc2c1=O	-1%	-30%	-9%	14%	-10	-3%
COc1ccc(NC(=O)C(c2cc3c(cc2[N+](=O)[O-])OCO3)N(C)c2ccccc2)cc1 (stereo not drawn)	4%	-16%	-3%	-19%	-38	-26%
CN(C)S(=O)(=O)c1ccc(C(=O)NCCS(=O)(=O)N2CCN(c3ccccc3)CC2)cc1	-1%	nt	-7%	nt	-6	nt
COc1ccc(NC(C)=O)cc1NC(=O)CSc1nnc(-c2ccccc2)n1N	0%	0%	1%	-4%	36	nt
CCOc1ccc(CCNC(=O)COC(=O)c2cccnc2SC)cc1OCC	-3%	nt	0%	?	7	-7%
Cc1nn(-c2ccccc2)c2c1cc1c(=O)n(C)c(=O)nc-1n2-c1cccc(Cl)c1	3%	nt	2%	nt	28	nt
Cc1nc2sccn2c(=O)c1S(=O)(=O)N1CCN(c2cccc(Cl)c2)CC1	0%	5%	-10%	-3%	64	-17%
CN(C(=O)CSc1nnc(Cc2ccccc2F)n1N)C1CCS(=O)(=O)C1 (stereo not drawn)	-6%	-4%	-10%	23%	-32	-6%

# Carrying on.
SMILES,Sm TGR inh,Giardia FBPA inh,AmpC inh detg,HCV inh,HCMV antiviral,AmpC no deterg
N#CC1=C(SCC(=O)NC2CC2)NC(=O)C(C#N)C12CCCCC2 (stereo not drawn),0%,3%,-7%,16%,-8,-15%
COc1ccc(NCc2cccnc2)cc1,-1%,-1%,-7%,23%,-86*,-15%
CC(=O)N1N=C(c2ccc3ccccc3c2)OC12CCCC2,-4%,0%,-1%,-19%,-12,27%
O=C(CNC(=O)c1ccc(Br)cc1)c1ccc(Br)cc1,8%,11%,-3%,6%,-9,-43%
O=C(O)C1Oc2cc3ccccc3cc2O1,-35%,-6%,-1%,15%,39,-32%
CCCCCNCc1ccc(OCc2ccc(Cl)nc2)c(OC)c1,3%,1%,?,1%,-2,-4%
COc1ccc(NC(=O)CCS(=O)(=O)c2ccc3nc(C)sc3c2)cc1Cl,2%,nt,-11%,nt,-15,nt
O=C1NN(c2cccc(Br)c2)C(=O)/C1=C/c1cccs1,34%,-3%,1%,-16%,10,-31%
Cc1cc(C)cc(C(=O)Nc2ccc(NC(=O)Cc3ccccc3)cc2)c1,2%,1%,?,?,?,-17%[2.29 µM]
O=C(Nc1ccc(F)cc1)Nc1sccc1-c1nc2ccccc2s1,-30%,-11%,0%,?,17,?
Cn1c(C(C#N)C(=O)Cc2cccc3ccccc23)nc2ccccc21 (stereo not drawn),1%,27%,?,-5%,20,-5%
CC(=O)Oc1ccc(-c2csnn2)cc1,8%,4%,-8%,1%,?,-10%
Cc1onc(-c2ccccc2Cl)c1C(O)c1ccc(F)cc1 (stereo not drawn),6%,-7%,2%,10%,131,-12%
COc1ccc(C2=NN(C(=O)c3cccc([N+](=O)[O-])c3)C(c3cccc([N+](=O)[O-])c3)C2)cc1 (stereo not drawn),7%,-6%,?,?,-29,0%
O=c1c2ccccc2nnn1CSc1nnc(Nc2ccccc2)s1,-2%,1%,?,0%,28,-20%
CCOC(=O)c1cccc(NC(=O)C2CCCN(S(=O)(=O)c3cc(Br)cc4c3N(C(=O)CC)CC4)C2)c1 (stereo not drawn),-2%,nt,27%,nt,4,nt
COc1ccc(-n2nc3c(N4CCC(C(=O)N5CCC(C)CC5)CC4)nnc(C)c3c2C)cc1,-2%&-1%,nt,-9%&-4%,16%,-22&-31,179%[activator]
Nc1nc(SCC(=O)NC2CCCCC2)[nH]c(=O)c1-c1ccccc1,5%,0%,-5%,14%,-1,-1%
CCn1nc(C)c(CN2CCN(Cc3cccc(OC)c3)C(CCO)C2)c1C (stereo not drawn),0%,0%,2%,11%,18,-15%
COc1ccc(-c2c[n+]3c4n2CCCCC4=C(c2ccc(Br)cc2)C3)cc1,5%,-15%,2%,?,-100*,-15%
CC(=O)c1ccc(NC(=O)CSc2nnc(NC(=O)Nc3ccccc3)s2)cc1,2%,nt,2%,nt,103,nt
COc1cccc(CNc2ncnc3ccc(-c4c(C)noc4C)cc23)c1,-2%&-3%,-8%,?,nt,-34,-10%&-24%
COc1ccccc1-c1sc2cc3c(cc2c1C#Cc1ccccn1)OCO3,?,nt,-1%,1%,26,16%
CCc1ccccc1NC(=O)CN1C(=O)CCSc2ccc(S(=O)(=O)N3CCCC3)cc21,1%,nt,-8%,nt,25,nt
COc1cc(C(=O)N/N=C/c2cn(Cc3ccccc3)c3ccccc23)ccc1O,-4%,-9%,-5%,-23%,2,-27%
CC(C)CNC(=S)N1CCC(Cc2ccccc2)CC1,-3%,3%,-13%,-17%,15,-14%
Cc1ccccc1C(=O)NC1(C(F)(F)F)C(=O)Nc2c1c(=O)[nH]c(=O)n2-c1ccc(F)cc1 (stereo not drawn),6%,nt,20%,nt,23,nt
COc1ccc(-c2cc(C(=O)Nc3cc(C)ccc3O)no2)cc1OC,9%,nt,19%,nt,-1,nt
